# CRFR2-BP antag = antagonists of CRF-BP/CRF-R2 complex, primary screen, cell-based, HEK293, calcium dye fluorescence, uHTS; CRF-induced calcium fluorescence; hit rate 0.59% among 350,000; inhibition, % at 11.8 µM; AID 588475, 2011;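 active = inhibition of the ligand-induced calcium signal above about 50% at the single tested concentration, limit read from the data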
# HCV NS3 hel inh = inhibitors of HCV NS3 helicase, primary screen, biochemical, Cy5 molecular beacon fluorescence; Hepatitis C virus NS3 helicase; NS3 helicase DNA unwinding; inhibition, % at 10.9 µM; hit rate 0.56% among 290,000; AID 1800, 2009;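 active = inhibition above the mean of all tested compounds plus 3 SD, set per campaign, cut at about 35% in these data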;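 also: 0% = DMSO wells and 100% = thioflavine S control wells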
#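 Measured by: Cy5 fluorescence, 0 and 60 min reads / Assay system: NS3 helicase fragment of HCV / Control set: low DMSO, high thioflavine S at 110 µM / Times: 1 h reaction at 25 °C, ATP-initiated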
# VIM-2 inh = VIM-2 metallo-beta-lactamase inhibitors, primary screen, biochemical, epi-absorbance readout, Pseudomonas aeruginosa enzyme. purified VIM-2, nitrocefin hydrolysis, epi-absorbance fluorescence. inhibition, % at 5.6 µM. hit rate 0.89% among 290,000. AID 1527, 2009;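 active = inhibition above the mean of all tested compounds plus 3 SD, cutoff set per screening run, cut at about 7.5% in these data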;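 also: red hydrolysis product quenches plate fluorescence so inhibitors raise well fluorescence; 0% = enzyme with DMSO and 100% = DMSO without enzyme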
# UBC9 SUMO inh = inhibitors of in vitro SUMOylation cascade, primary screen, biochemical, HTRF, uHTS; inhibition, % at 35 µM; hit rate 0.36% among 290,000; HTRF SUMOylation assay, SAE1/SAE2 + UBC9; SUMO-conjugating enzyme UBC9 (Homo sapiens), P63279; AID 2006, 2009; in the data active = inhibition above about 50%, passing the limit was not always enough; also: strong numbers were not always called active
# Target sequence (P63279 whole entry, looked up): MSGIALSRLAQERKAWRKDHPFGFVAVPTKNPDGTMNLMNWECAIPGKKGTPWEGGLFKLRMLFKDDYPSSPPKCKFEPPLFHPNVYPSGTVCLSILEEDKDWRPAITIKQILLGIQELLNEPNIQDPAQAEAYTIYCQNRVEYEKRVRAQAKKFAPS
# IMP-1 inhibitor = IMP-1 metallo-beta-lactamase inhibitors, primary screen, biochemical, epi-absorbance readout, Pseudomonas aeruginosa enzyme; AID 1556, 2009; hit rate 0.45% among 290,000; purified IMP-1, nitrocefin hydrolysis, epi-absorbance fluorescence; metallo-beta-lactamase IMP-1 (Pseudomonas aeruginosa); inhibition, % at 5.6 µM;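 active = inhibition above the mean plus 3 SD of all compounds in the same screening run, cut at about 4.5% in these data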;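 also: 0% = IMP-1 with DMSO and 100% = DMSO wells lacking enzyme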
#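 System: purified IMP-1 / Input: IMP-1 dispensed at 0.2 nM / Medium: 50 mM HEPES pH 7.1, 50 µM ZnSO4, 0.05% Brij 35 / Timing: 15 min enzyme–compound preincubation, then 25 min nitrocefin reaction, 25 °C / Technique: plate fluorescence quenching by hydrolysis product, ex 480/em 530 nm / Repeats: singlicate testing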
# pCIP destab = p/CIP-EGFP fusion destabilizers, primary screen, fluorescence, F442A cells; decrease of EGFP signal, % at 10 µM; 16 h; hit rate 0.01% among 290,000; Q05BA5;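 active = EGFP signal decrease of at least 30% at 10 µM or well 3 SD below plate mean, unless failing retest; inactive = the rest, including hits failing retest or dose response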; also: some compounds called inactive have numbers as strong as hits; many of its hits are not listed in these tables
# IDE cell inh = human IDE inhibitors in live cells, primary screen, fluorescence polarization, HEK cells, FAbetaB substrate | Insulin-degrading enzyme (Homo sapiens), P14735 | FAbetaB cleavage | inhibition, % at 5.59 µM | hit rate 0.41% among 320,000 | AID 434962, 2010;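 active = percent inhibition above the average of all tested compounds plus 3 SD, set per screening campaign, cut at about 16% in these data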;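 also: IDE supplied by intact live HEK cells; FP after avidin binding of uncleaved biotin substrate so inhibition keeps polarization high; 0% = DMSO wells and 100% = 60 µM reference IDE inhibitor Ii1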
# IDE cell activ = human IDE activators in live cells, primary screen, fluorescence polarization, HEK cells, FAbeta-B substrate; Insulin-degrading enzyme (Homo sapiens), P14735; FAbeta-B cleavage; 0% vehicle, 100% cell-free pure enzyme wells; activation, % at 5.96 µM; hit rate 0.073% among 340,000; AID 493087, 2011;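 active = activation above the mean of all tested compounds plus 3 SD, set per screening campaign, cut at about 17% in these data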
# GalR3 antag = GalR3 antagonists in HEK293 cells, primary screen, cell-based, fluorescence readout | inhibition, % at 3 µM | HEK293 GalR3-CNG cAMP membrane potential fluorescence; galR3 body fused to GalR1 C-terminus | hit rate 0.44% among 360,000;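 active = inhibition above the screen-wide average plus 3 SD, cut at about 13% in these data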;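 also: forskolin and galanin both at EC90 stimulate the cells; cAMP rise reported by CNG channel membrane potential dye signal; 0% = forskolin plus galanin with DMSO and 100% = forskolin alone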
# Target sequence (O60755 1-299 limits assumed): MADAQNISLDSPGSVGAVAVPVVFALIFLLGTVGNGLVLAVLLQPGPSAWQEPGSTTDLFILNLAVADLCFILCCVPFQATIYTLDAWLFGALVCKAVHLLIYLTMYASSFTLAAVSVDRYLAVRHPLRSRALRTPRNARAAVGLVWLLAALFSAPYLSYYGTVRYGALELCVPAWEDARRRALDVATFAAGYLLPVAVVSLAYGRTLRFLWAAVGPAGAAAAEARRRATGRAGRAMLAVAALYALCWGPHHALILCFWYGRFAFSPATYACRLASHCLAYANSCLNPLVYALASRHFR
# Starred values were filed as active, the others as inactive; . = no result given.
# The first six records, ahead of the listing:
# Short keys: A = CRFR2-BP antag; B = HCV NS3 hel inh; C = VIM-2 inh; D = UBC9 SUMO inh; E = IMP-1 inhibitor; F = pCIP destab; G = IDE cell inh; H = IDE cell activ; I = GalR3 antag
Compound: N#CCc1ccc(NC(=O)c2ccccc2C(=O)Nc2ccc(CC#N)cc2)cc1
  A = -15	B = 3	C = -1.5	D = 3	E = -2.9	F = -4	G = 4	H = 0	I = -12
Compound: CC(=O)/C=C/c1ccccc1Oc1c(F)c(F)nc(F)c1F
  A = 14	B = -5	C = 1.3	D = 0	E = -1.0	F = -2	G = -3	H = 3	I = -8
Compound: COc1ccccc1-c1nnc2n1N=C(c1ccc(OC(F)F)c(OCC3CC3)c1)CS2
  A = 5	B = .	C = .	D = .	E = .	F = .	G = 5	H = 0	I = -5
Compound: O=C(Nc1cccc(S(=O)(=O)N2CCCCC2)c1)c1ccc2ncsc2c1
  A = -17	B = 2	C = -1.8	D = 23	E = -3.0	F = -11	G = 11	H = 4	I = -4
Compound: Cc1ccc(Nc2nc(-c3ccc(C)cc3)c(CC(=O)O)s2)cc1
  A = 11	B = -23	C = -4.2	D = -4	E = -2.3	F = -10	G = -1	H = -2	I = .
Compound: O=C(NNc1ccc([N+](=O)[O-])cc1[N+](=O)[O-])C1C2CCCCC21 (stereo not drawn)
  A = -2	B = -16	C = -5.8	D = 5	E = -0.4	F = -1	G = 1	H = 0	I = -3

# The listing (from the top)
# Short keys: A = CRFR2-BP antag; B = HCV NS3 hel inh; C = VIM-2 inh; D = UBC9 SUMO inh; E = IMP-1 inhibitor; F = pCIP destab; G = IDE cell inh; H = IDE cell activ; I = GalR3 antag
Compound: N#CCc1ccc(NC(=O)c2ccccc2C(=O)Nc2ccc(CC#N)cc2)cc1
  A = -15	B = 3	C = -1.5	D = 3	E = -2.9	F = -4	G = 4	H = 0	I = -12
Compound: CC(=O)/C=C/c1ccccc1Oc1c(F)c(F)nc(F)c1F
  A = 14	B = -5	C = 1.3	D = 0	E = -1.0	F = -2	G = -3	H = 3	I = -8
Compound: COc1ccccc1-c1nnc2n1N=C(c1ccc(OC(F)F)c(OCC3CC3)c1)CS2
  A = 5	B = .	C = .	D = .	E = .	F = .	G = 5	H = 0	I = -5
Compound: O=C(Nc1cccc(S(=O)(=O)N2CCCCC2)c1)c1ccc2ncsc2c1
  A = -17	B = 2	C = -1.8	D = 23	E = -3.0	F = -11	G = 11	H = 4	I = -4
Compound: Cc1ccc(Nc2nc(-c3ccc(C)cc3)c(CC(=O)O)s2)cc1
  A = 11	B = -23	C = -4.2	D = -4	E = -2.3	F = -10	G = -1	H = -2	I = .
Compound: O=C(NNc1ccc([N+](=O)[O-])cc1[N+](=O)[O-])C1C2CCCCC21 (stereo not drawn)
  A = -2	B = -16	C = -5.8	D = 5	E = -0.4	F = -1	G = 1	H = 0	I = -3
Compound: CCOc1ccc(C(C)NC(=O)C2CCC2)cc1 (stereo not drawn)
  A = 2	B = 3	C = 2.1	D = 18	E = -1.1	F = -15	G = 2	H = 0	I = -6
Compound: COc1cc(C2C(C(N)=O)=C(C)Nc3nc(CCCO)nn32)cc(OC)c1OC (stereo not drawn)
  A = 9	B = .	C = .	D = 21	E = .	F = -2	G = 3	H = 0	I = 1
Compound: COc1cccc(OC)c1-c1nn2c(-c3cc(-c4ccccc4)n[nH]3)nnc2s1
  A = 5	B = -2	C = -0.5	D = 3	E = -3.4	F = -14	G = -3	H = 7	I = -3
Compound: Cc1ccc(C(=O)Nc2cc(Cl)ccc2-n2cncn2)s1
  A = -2	B = .	C = .	D = .	E = .	F = .	G = -5	H = -4	I = -3
Compound: COC(=O)c1c(N2C(=O)[C@H]3[C@@H](C2=O)[C@]2(C(=O)Nc4ccc(C)cc42)N2CCC[C@@H]32)sc(C)c1C
  A = .	B = -3	C = -0.2	D = -8	E = 1.1	F = -6	G = -2	H = .	I = .
Compound: C=CCn1c(SCc2ccc([N+](=O)[O-])cc2)nnc1C(C)NC(=O)c1ccccc1 (stereo not drawn)
  A = 4	B = -5	C = -2.5	D = -10	E = -2.3	F = -8	G = 6	H = 10	I = -3
Compound: COc1ccc(N(C(=O)c2snc(C(N)=O)c2N)C(C(=O)NCC2CCCO2)c2ccc(C)o2)cc1OC (stereo not drawn)
  A = 0	B = -2	C = -1.6	D = 9	E = -1.4	F = 0	G = -1	H = 4	I = -14
Compound: O=C(COC(=O)CCSc1ccc(Cl)cc1)NCc1ccccc1
  A = 26	B = 13	C = -3.0	D = -18	E = -3.0	F = -1	G = 3	H = 5	I = -2
Compound: Cn1c(Nc2ccccc2)cc(=O)n(C)c1=O
  A = 0	B = 5	C = 2.5	D = 5	E = 0.9	F = -2	G = 2	H = -1	I = -8
Compound: O=C(/C=C/c1cccc(Br)c1)N1CCN(c2ccccn2)CC1
  A = -23	B = -2	C = 2.2	D = -1	E = -2.9	F = 4	G = 0	H = 3	I = -6
Compound: CN(Cc1c(C(=O)N/N=C/c2cccc(F)c2)nnn1-c1nonc1N)c1ccccc1
  A = 15	B = -8	C = -2.3	D = -8	E = -2.4	F = 6	G = 1	H = 7	I = -1
Compound: Cc1cc(C)c(S(=O)(=O)N2CCCCC2)c(C)c1-n1ncnn1
  A = -2	B = -5	C = -3.3	D = 13	E = -2.3	F = -10	G = 0	H = 3	I = -1
Compound: O=C(O)C1CC1c1ccc(Br)cc1 (stereo not drawn)
  A = 0	B = 4	C = -0.5	D = -15	E = -2.2	F = -3	G = 3	H = 5	I = 5
Compound: COc1ccc(C2C(C(=O)c3ccco3)=C(O)C(=O)N2CCCn2ccnc2)c(OC)c1 (stereo not drawn)
  A = -6	B = 21	C = -0.3	D = 31	E = -1.7	F = -15	G = 5	H = 3	I = -8
Compound: COc1ccc(C(C)=O)cc1COC(=O)c1cc(=O)c2ccccc2o1
  A = 2	B = -8	C = -0.3	D = -2	E = 0.3	F = 2	G = 2	H = -3	I = -5
Compound: O=S(=O)(c1ccc2c(c1)OCCO2)N1CCN(c2cccc(Cl)c2)CC1
  A = -8	B = -1	C = -3.9	D = -8	E = -0.8	F = -5	G = 9	H = -6	I = -1
Compound: Cn1c(=O)[nH]c(=O)c2c1nc(N/N=C/c1ccncc1)n2Cc1ccc(Cl)cc1
  A = -5	B = 5	C = -2.3	D = 11	E = -1.8	F = -4	G = -4	H = .	I = 0
Compound: CCOC(=O)C1CCCN(C(=O)CCNS(=O)(=O)c2ccc(Br)cc2)C1 (stereo not drawn)
  A = -1	B = .	C = .	D = .	E = .	F = .	G = 0	H = -5	I = 0
Compound: O=C(CSc1ccc(Cl)cc1)NNC(=O)c1ccco1
  A = -3	B = 4	C = -3.8	D = 7	E = -3.8	F = -14	G = 3	H = -1	I = 3
Compound: Cc1ccc(Sc2c(CO)c(-c3ccccc3)nn2C)cc1
  A = -9	B = -9	C = -4.2	D = -6	E = -3.4	F = 0	G = 2	H = 2	I = 1
Compound: CCCSC1=C(C#N)C(c2ccccc2OCC)CC(=O)N1 (stereo not drawn)
  A = -17	B = 0	C = -1.6	D = -2	E = -2.8	F = -7	G = 0	H = 0	I = -1
Compound: Cc1ccc(N(CCC#N)C(=O)COC(=O)c2cc(C)no2)cc1
  A = 7	B = .	C = .	D = .	E = .	F = .	G = 1	H = 4	I = -6
Compound: Cc1ccc(C(=O)OCC(=O)NC2CCCc3ccccc32)o1 (stereo not drawn)
  A = -3	B = .	C = .	D = .	E = .	F = .	G = -1	H = -1	I = -4
Compound: O=C(NCCc1ccccc1)c1ccc(Cl)c(S(=O)(=O)N2CCOCC2)c1
  A = -2	B = -3	C = -0.5	D = -5	E = -0.7	F = -4	G = .	H = 4	I = -3
Compound: COc1ccccc1NC(=O)Cn1c(=O)c(N(C)C)c(N)n(C)c1=O
  A = -3	B = 18	C = -2.9	D = 10	E = -1.7	F = 0	G = -2	H = -5	I = -3
Compound: CC(=O)c1cccc(N(C(=O)CNC(=O)c2ccco2)C(C(=O)NC2CCCC2)c2ccco2)c1 (stereo not drawn)
  A = -17	B = 3	C = -0.6	D = -3	E = -5.4	F = 8	G = -1	H = -2	I = -4
Compound: Cc1ccnc(NC(=O)C(C)N2C(=O)c3ccccc3S2(=O)=O)c1 (stereo not drawn)
  A = -7	B = .	C = .	D = .	E = .	F = .	G = 2	H = -1	I = -6
Compound: Cc1ccc(-n2c(=O)c3c4c(sc3n3c(=S)[nH]nc23)CCC4)cc1
  A = 9	B = -2	C = -4.1	D = 7	E = -3.7	F = -5	G = 8	H = .	I = -1
Compound: COc1ccc(NC(=O)CN(C)C(=O)c2ccc3c(c2)NC(=O)CS3)cc1
  A = -1	B = .	C = .	D = .	E = .	F = .	G = 3	H = 4	I = -7
Compound: O=C(CSc1nnc(Cc2ccccc2)o1)c1ccc2c(c1)OCO2
  A = 2	B = .	C = .	D = .	E = .	F = .	G = 2	H = -4	I = -6
Compound: COc1ccc(N(C(=O)C(C)C)S(=O)(=O)c2cccs2)cc1
  A = 35	B = 1	C = -2.9	D = -8	E = -1.5	F = 5	G = 1	H = -1	I = -5
Compound: Cc1nn(Cc2ccccc2)c(Cl)c1C(=O)OCC(=O)NC(=O)NC12CC3CC(CC(C3)C1)C2
  A = -18	B = 0	C = -0.4	D = -10	E = -2.8	F = 1	G = 1	H = 3	I = 0
Compound: CCNc1c(NS(=O)(=O)c2ccc(OC)cc2)c(=O)oc2ccccc12
  A = 2	B = 1	C = -1.2	D = 5	E = -2.5	F = -1	G = 3	H = 2	I = -8
Compound: COC(=O)C1=C(C)N(C)C(=O)NC1c1cccc2ccccc12 (stereo not drawn)
  A = 13	B = 1	C = -0.9	D = 21	E = -0.8	F = -9	G = -5	H = 7	I = -5
Compound: CCN(CC)C(=O)c1ccc(S(=O)(=O)N2CCC(c3nc4ccccc4s3)CC2)cc1
  A = 20	B = 3	C = -1.0	D = -3	E = -2.0	F = -9	G = 2	H = -4	I = -10
Compound: Cc1cc(NC(=O)C2CC(c3ccc(F)cc3)=NO2)no1 (stereo not drawn)
  A = -8	B = 11	C = -1.9	D = 20	E = -5.6	F = -8	G = 1	H = 5	I = 4
Compound: O=S(=O)(Nc1cccc(Br)c1)c1cccc2nsnc12
  A = -10	B = 0	C = -1.3	D = 17	E = -1.2	F = -1	G = -2	H = 5	I = -7
Compound: CCN1CCN(CCCNC(=O)Cn2nc(C)n3nc(-c4ccccc4)cc3c2=O)CC1
  A = -4	B = -1	C = 2.6	D = 5	E = -1.7	F = 0	G = 2	H = 2	I = 4
Compound: O=C(Nc1ccc(Cl)cn1)c1ccc2nccnc2c1
  A = -14	B = 5	C = -2.3	D = 0	E = -3.2	F = 0	G = 6	H = 5	I = 4

# This is a random part of the collection; about 3.2% have a hit in one of these screens.
